Source: PubChem
IL1B NFkB inh – blocks IL-1B driven NFkB nuclear translocation in HUVEC cells | HUVEC IL-1B NFkB p65 nuclear translocation imaging | inhibition, % at 2 µM | 94,000 compounds, 0.43% hits;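 active means inhibition above about 30% together with a positive call from visual inspection of the well image, limit read from the data; inconclusive means inhibition above a set limit but visual check negative; inactive means inhibition not above a set limit, visual check negative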;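 further: nuclear over cytoplasmic p65 intensity ratio measured by imaging; 0% = IL-1B stimulated DMSO wells and 100% = unstimulated DMSO wells; values of inactives mirror those of a sister screen read the other way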
PLAP inhibition – PLAP enzyme inhibitors, biochemical, luminescence, HTS (AID 690). purified PLAP, luminescent substrate; higher % means a stronger effect. inhibition, % at 20 µM; hits with a dose series show IC50 in µM. 96,000 compounds, 0.08% hits; in the data active means a potency from the dose series; inactive means the rest, 99 in 100 with inhibition below about 30%; further: strong numbers were not always called active
Bcl-B displacement – displacers of TR3 peptide from Bcl-B, primary screen, selectivity assay for Bfl-1 inhibitor project, biochemical, fluorescence polarization; FP displacement of FITC-TR3 peptide from Bcl-B; higher % means a stronger effect; AID 748; 96,000 compounds, 0.11% hits; displacement, % at 20 µM; hits with a dose series show IC50 in µM;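 active means displacement above 50% at 20 µM plus a fluorescence interference ratio under 1.5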;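 further: plate controls were wells without compound for no effect and wells lacking Bcl-B protein for full effect; a part of the inactive calls stands beside numbers as strong as those of hits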
MRP reversal – reverses drug resistance mediated by MRP; H69AR cells + 2 uM doxorubicin, CellTiter-Glo, 72 h; differential viability (reversal), % at 10 µM; 85,000 compounds, 0.04% hits; AID 602;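 active means viability drop by adding the cancer drug above about 55%, with treated viability meeting a 40% cutoff, limit read from the data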;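 further: viability without doxorubicin minus viability with 2 µM doxorubicin for each compound; larger differential means the compound sensitizes cells more to doxorubicin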
IL1B NFkB pot – enhances IL-1B driven NFkB nuclear translocation; 94,000 compounds, 0.3% hits; activation, % at 2 µM; HUVEC IL-1B NFkB p65 nuclear translocation imaging;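 active means activation above 40%, about the mean plus 3 SD, also judged a hit on visual image review; inconclusive means activation above 40% but not a hit on visual review; inactive means activation not above 40% and no visual hit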;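 further: percent activation is computed from the nuclear over cytoplasmic p65 intensity ratio; values of inactives mirror those of a sister screen read the other way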
MRP reversal cytotoxicity – also measured in MRP reversal; calls as there; viability, %; H69AR cells, CellTiter-Glo, 72 h; measured here: cytotoxicity without doxorubicin
MRP reversal with doxorubicin – also measured in MRP reversal; calls as there; viability, %; measured here: viability with 2 uM doxorubicin; hits give low values
IL1B NFkB inh cell count 2 µM – recorded beside IL1B NFkB inh, whose call it bears; cell count; measured here: cells passing quality filter;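 raw number of nuclei counted in each imaged well without normalization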
IL1B NFkB pot cell count 2 µM – recorded beside IL1B NFkB pot, whose call it bears; cell count; measured here: cells passing quality filter
The depositor's hits bear a star; ? = inconclusive; . = not tested or not shown. Some of the compounds tested (hit frequency here may not be typical).

SMILES | IL1B NFkB inh | IL1B NFkB inh cell count 2 µM | PLAP inhibition | Bcl-B displacement | MRP reversal | MRP reversal cytotoxicity | MRP reversal with doxorubicin | IL1B NFkB pot | IL1B NFkB pot cell count 2 µM
Cc1nn(CC(=O)Nc2ccc(C(=O)N(C)C)cc2)c(=O)c2ccccc12 | -1 | 115 | 0% | -11% | 1 | 100 | 99 | 1 | 115
COc1ccc2c(=O)c(-c3ccccc3)c(C)oc2c1 | 0 | 171 | 6% | 6% | 12 | 85 | 72 | 1 | 171
COc1ccc(-n2nnnc2SCC(=O)c2ccc(O)c(O)c2)cc1 | -29 | 137 | 1.1µM* | 35% | -55 | 26 | 82 | 29 | 137
O=C(CN1C(=O)C2CCCCC2C1=O)Nc1nc(-c2ccccn2)cs1 (configuration not stated) | 5 | 163 | -227% | -3% | -13 | 80 | 93 | -5 | 163
Cc1ccc(NC(=O)c2cc(NC(=O)C3CC=CCC3C(=O)O)ccc2N2CCOCC2)cc1 (configuration not stated) | . | . | -58% | -12% | -4 | 80 | 84 | . | .
CC(CN1CCOCC1)C(=O)c1ccccc1 (configuration not stated) | . | . | 1% | -2% | 11 | 111 | 100 | . | .
COCC(C)n1c(C)cc(C(=O)CSc2nc3ccccc3c(=O)[nH]2)c1C (configuration not stated) | 4 | 161 | -16% | -3% | 8 | 98 | 90 | -4 | 161
CC1CCN(c2c(NCc3ccc(C(=O)NCC4COc5ccccc5O4)cc3)c(=O)c2=O)CC1 (configuration not stated) | 12 | 163 | . | . | -3 | 86 | 89 | -12 | 163
CC(C)C(O)(C#CCN1CCCC1)c1ccccc1 (configuration not stated) | -7 | 127 | -6% | 3% | 0 | 89 | 89 | 7 | 127
CC(=O)NCC(=O)OCC(=O)Nc1ccc(C(C)=O)cc1 | . | . | -2% | 8% | -1 | 83 | 84 | . | .
Cc1cc(C(=O)OCC(=O)c2cccc([N+](=O)[O-])c2)c2cccc(C)c2n1 | -45 | 152 | -6% | -9% | . | . | . | ? | .
O=C(c1ccc2c(c1)OCO2)N1CCCC(c2ccccc2)C1 (configuration not stated) | -5 | 116 | 11% | -25% | 24 | 99 | 75 | 5 | 116
Cc1ccc(N(C(=O)C2CCC(=O)N2)C2(C(=O)NC3CCCC3)CCCCC2)cc1 (configuration not stated) | 0 | 177 | -36% | -4% | -4 | 80 | 84 | 0 | 177
CN(Cc1ccccc1)c1nc(-c2ccc([N+](=O)[O-])cc2)nc2ccccc12 | 5 | 126 | 24% | 3% | . | . | . | -5 | 126
O=C(Cc1ccc(S(=O)(=O)N2CCOCC2)s1)NCCC(c1ccccc1)c1ccccc1 | -8 | 143 | -59% | -10% | . | . | . | 8 | 143
CC(=O)c1ccc(N2CCN(C(=O)c3cc4c(-c5ccccc5F)nn(C)c4s3)CC2)cc1 | -10 | 193 | -56% | 3% | 1 | 86 | 85 | 10 | 193
CCCOc1cccc(NC(=O)c2cc(C)oc2C)c1 | -6 | 190 | 20% | 0% | -1 | 80 | 81 | 6 | 190
CC(C)c1ccc(C(=O)NCCCc2ccccc2)cc1 | -8 | 133 | 42% | 1% | 4 | 95 | 91 | 12 | 60
O=C(NC(=S)NCCN1CCOCC1)c1ccc(Cl)cc1Cl | -81 | 138 | -10% | -3% | . | . | . | ? | .
COc1ccc(/C=N/NC(=O)c2nc(Cl)c(Cl)c(N)c2Cl)cc1COc1ccc(F)cc1F | -17 | 180 | -5% | -26% | . | . | . | 17 | 180
CCCc1nc(NC2CCCCC2)c(C#N)c2c1COC(C)(C)C2 | 15 | 83 | 5% | -5% | -10 | 51 | 61 | -15 | 83
COC(=O)c1cc(NS(=O)(=O)c2ccc(N3CCCCCC3)c([N+](=O)[O-])c2)cc(C(=O)OC)c1 | -5 | 65 | 1% | 5% | . | . | . | 5 | 65
Cc1nnc(SCc2ccon2)n1-c1ccccc1 | 1 | 151 | . | . | . | . | . | -1 | 151
CCOC(=O)c1c(-c2ccc(C)o2)csc1N | -5 | 107 | -1% | -9% | -2 | 95 | 97 | 5 | 107
Cc1ccccc1Nc1nc(N)nc(CSc2nnc3sc4ccccc4n23)n1 | -18 | 106 | 19% | -12% | -10 | 60 | 70 | 18 | 106
The results go on:
SMILES | IL1B NFkB inh | IL1B NFkB inh cell count 2 µM | PLAP inhibition | Bcl-B displacement | MRP reversal | MRP reversal cytotoxicity | MRP reversal with doxorubicin | IL1B NFkB pot | IL1B NFkB pot cell count 2 µM
COc1ccc2[nH]c3c(=O)n(CCCCC(=O)NCCN4CCCC4)c(=S)[nH]c3c2c1 | -15 | 169 | -53% | 6% | -1 | 97 | 98 | 15 | 169
CCC(C)[C@H](N)c1nnc(SCC(=O)Nc2cccc(Cl)c2)o1 (some centres not stated) | -19 | 29 | -155% | 1% | 9 | 98 | 89 | 19 | 29
Cn1c(=O)oc2cc(S(=O)(=O)Nc3ccc4c(c3)OCCO4)ccc21 | 98* | 10* | -8% | -3% | 10 | 100 | 90 | -98 | 10
COc1ccccc1N1CCN(C(=O)c2c(-c3c(Cl)cccc3Cl)noc2C)CC1 | -13 | 134 | -46% | 2% | -18 | 91 | 108 | 13 | 134
COc1ccccc1OCCCn1c(=O)oc2ccccc21 | 0 | 115 | -35% | -7% | 40 | 86 | 46 | 0 | 115
CCCc1ccc(OCCNC(C)=O)cc1 | 2 | 87 | . | 11% | 4 | 99 | 95 | -3 | 87
CC1=C(C(=O)N2CCOCC2)C(c2ccsc2)C2=C(CCCC2=O)N1 (configuration not stated) | -14 | 118 | 8% | -16% | -3 | 99 | 103 | 14 | 118
O=S1(=O)CC=C(CSc2nc3ccccc3[nH]2)C1 | 3 | 106 | 21% | 0% | 6 | 102 | 96 | -3 | 106
O=C(NCc1ccc2c(c1)OCO2)C1CCN(c2ccc(S(=O)(=O)N3CCCC3)cc2)CC1 | -5 | 130 | -45% | -5% | . | . | . | 5 | 130
Cc1ccccc1CSc1nncn1N | 4 | 163 | -19% | -10% | 7 | 84 | 76 | -4 | 163
Cc1ccc(CNC(=O)NC2CCCCC2)cc1 | -8 | 74 | 2% | -4% | 6 | 105 | 99 | 8 | 74
Cc1onc(-c2ccccc2)c1C(=O)NCc1cccnc1 | . | . | 13% | -6% | -7 | 98 | 105 | . | .
Cc1ccc(-n2c(Cc3ccccc3)nnc2SCC(=O)NNC(=O)Cc2ccccc2)cc1 | -10 | 163 | -176% | -8% | . | . | . | -3 | 173
CCOC(=O)N1N=C(c2ccc(C)cc2)CC1(O)C(F)(F)F (configuration not stated) | . | . | -7% | 3% | . | . | . | . | .
COc1ccc(S(=O)(=O)N2CCC(C(=O)NCC3CCCO3)CC2)cc1C (configuration not stated) | -25 | 84 | -1% | -4% | 0 | 96 | 96 | 25 | 84
COC(=O)c1ccc(CN(c2ccccn2)S(=O)(=O)c2ccccc2)cc1 | 14 | 174 | -13% | -6% | 17 | 94 | 77 | -14 | 174
Cc1cccc(S(=O)(=O)c2c(N)n(/N=C/c3ccccc3)c3nc4ccccc4nc23)c1 | -22 | 162 | -35% | 1% | 6 | 44 | 38 | 22 | 162
COc1ccc(NC(=O)Nc2ccccc2C(=O)N2CCCC2)cc1 | -12 | 99 | -10% | -6% | -9 | 87 | 96 | 12 | 99
CCC(C)NC(=O)C(Cc1ccccc1)NS(=O)(=O)c1cccc2nsnc12 (configuration not stated) | 2 | 77 | 9% | 2% | -7 | 94 | 100 | 0 | 77
O=C(CSc1nnnn1C1CCCCC1)NCc1cccc(C(=O)O)c1 | -3 | 173 | -13% | -6% | -4 | 89 | 93 | 3 | 173
COc1ccccc1Nc1cc(C(=O)NCCCN2CCOCC2)c2ccccc2n1 | -14 | 60 | -65% | 6% | -2 | 97 | 99 | 14 | 60
Nc1ccc2nc(-c3ccccc3)sc2c1 | -24 | 129 | -13% | -6% | 0 | 86 | 87 | 24 | 129
Cc1cc2nc(SCCOC(=O)Nc3ccc(Cl)cc3)nc(C)c2cc1C | -7 | 127 | -8% | 1% | . | . | . | 7 | 127
Cn1c(=O)c2cc(S(=O)(=O)NC(C(=O)Nc3cccc(F)c3)c3ccccc3)ccc2n(C)c1=O (configuration not stated) | 7 | 181 | -21% | 10% | 5 | 89 | 84 | -7 | 181
CCOc1ccc(N(CC(=O)NCc2ccccc2)S(C)(=O)=O)cc1 | . | . | -2% | -2% | -7 | 84 | 91 | . | .
Going on with the list.
SMILES | IL1B NFkB inh | IL1B NFkB inh cell count 2 µM | PLAP inhibition | Bcl-B displacement | MRP reversal | MRP reversal cytotoxicity | MRP reversal with doxorubicin | IL1B NFkB pot | IL1B NFkB pot cell count 2 µM
CCCOc1ccc(NC(=O)C2CC(=O)N(C(C)C)C2)cc1 (configuration not stated) | 3 | 141 | -26% | 9% | 7 | 114 | 108 | -3 | 141
CN(C)CCCN1C(=O)C(=O)/C(=C(/O)c2ccncc2)C1c1ccccc1 (configuration not stated) | . | . | -12% | -3% | -4 | 94 | 98 | . | .
CCOc1cc(CO)ccc1OCC(=O)N1CCCCC1 | . | . | 9% | 6% | 3 | 104 | 101 | . | .
O=C(O)C1CCC(=O)N1Cc1ccccc1Cl (configuration not stated) | . | . | 7% | -8% | 5 | 101 | 96 | . | .
Cc1cc(C(=O)COC(=O)C2COc3ccccc3O2)c(C)n1CC1CCCO1 (configuration not stated) | -20 | 153 | -18% | -3% | -8 | 83 | 91 | 20 | 153
CCc1ccccc1NC(=O)CSc1nc2ccccc2n1CC(=O)N(C)C | . | . | -39% | -4% | 10 | 85 | 75 | . | .
Cc1ccc(NC(=O)CN2CCC3(O)CCCCC3C2c2ccc3c(c2)OCO3)c(C)c1 (configuration not stated) | -2 | 148 | -51% | -6% | 9 | 92 | 83 | 2 | 148
CC1(C)OC(=O)N(c2cccnc2)C1(C)O (configuration not stated) | -1 | 188 | 9% | 0% | -9 | 84 | 94 | 1 | 188
Cc1cc(S(=O)(=O)Nc2ccccc2C)ccc1F | -17 | 132 | . | . | 6 | 95 | 89 | 17 | 132
S=c1nc(C2CCCCC2)[nH][nH]1 | -8 | 126 | -54% | -5% | 0 | 88 | 88 | 8 | 126
Oc1ccc(/C=N/Nc2cc(N3CCCC3)nc(N3CCCC3)n2)cc1 | 2 | 146 | 16% | 1% | . | . | . | -1 | 146
COc1ccc(OC)c(C(C(=O)NCc2ccco2)N(C(=O)Cn2nnc3ccccc32)C2CC2)c1 (configuration not stated) | -21 | 100 | 4% | 11% | 10 | 72 | 62 | 21 | 100
N#CC(c1ccc(F)cc1)c1ccc(C(=O)c2ccc(F)cc2)cc1 (configuration not stated) | -8 | 185 | 59% | 7% | 2 | 98 | 96 | 8 | 185
CS(=O)(=O)N1CCCC(C(=O)N2CCc3ccccc3C2)C1 (configuration not stated) | 11 | 122 | -12% | -6% | . | . | . | -11 | 122
O=C(NC(NC(=O)c1ccccc1)C(=O)c1ccccc1)c1ccccc1 | -6 | 154 | . | . | 5 | 83 | 78 | 6 | 154
CC1(C)Cc2c(ccc3ccccc23)-c2nnc(-c3cccnc3)n21 | -3 | 121 | -12% | 0% | . | . | . | 3 | 121
CC(C)(C)C(=O)NC1=NCCS1 | -5 | 144 | -7% | 2% | -6 | 96 | 102 | 5 | 144
COc1ccc(-n2c(C)cc(SC)c(C(C)=O)c2=S)cc1 | -5 | 162 | -8% | -6% | . | . | . | 5 | 162

5 of these compounds in a different format:
smiles,IL1B NFkB inh,IL1B NFkB inh cell count 2 µM,PLAP inhibition,Bcl-B displacement,MRP reversal,MRP reversal cytotoxicity,MRP reversal with doxorubicin,IL1B NFkB pot,IL1B NFkB pot cell count 2 µM
CC1(C)OC(=O)N(c2cccnc2)C1(C)O (configuration not stated),-1,188,9%,0%,-9,84,94,1,188
Cc1cc(S(=O)(=O)Nc2ccccc2C)ccc1F,-17,132,.,.,6,95,89,17,132
S=c1nc(C2CCCCC2)[nH][nH]1,-8,126,-54%,-5%,0,88,88,8,126
Oc1ccc(/C=N/Nc2cc(N3CCCC3)nc(N3CCCC3)n2)cc1,2,146,16%,1%,.,.,.,-1,146
COc1ccc(OC)c(C(C(=O)NCc2ccco2)N(C(=O)Cn2nnc3ccccc32)C2CC2)c1 (configuration not stated),-21,100,4%,11%,10,72,62,21,100
